Bioassay records: PubChem, National Center for Advancing Translational Sciences (NCATS)
FEN1 inh: blocks human flap endonuclease 1; P39748; Recombinant FEN1 flap cleavage, fluorescence, 15 min; Potency, µM (series often up to 114 µM), inactives show at the top dose activity change, negative = inhibition, actives largely listed as inhibitors; hit rate 0.35% among 390,000; note: nearly all actives have a fitted effect of over 65% in size
Target sequence (P39748 whole entry, looked up): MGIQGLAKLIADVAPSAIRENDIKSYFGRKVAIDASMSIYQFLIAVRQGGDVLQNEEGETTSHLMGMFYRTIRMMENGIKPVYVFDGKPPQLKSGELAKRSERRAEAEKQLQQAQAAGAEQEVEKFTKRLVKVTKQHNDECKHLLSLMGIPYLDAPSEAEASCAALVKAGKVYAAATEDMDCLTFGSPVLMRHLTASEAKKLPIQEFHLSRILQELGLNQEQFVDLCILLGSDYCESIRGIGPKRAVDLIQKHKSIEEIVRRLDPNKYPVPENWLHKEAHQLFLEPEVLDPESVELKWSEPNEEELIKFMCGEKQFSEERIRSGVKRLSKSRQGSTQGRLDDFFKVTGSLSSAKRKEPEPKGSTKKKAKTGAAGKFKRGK
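Recombinant FEN1 (10 nM) was preincubated with pin-transferred compounds for 15 min at room temperature, then flap DNA substrate (50 nM final) was added. Plates were read at 0 and 15 min, and normalized concentration–response data were fitted to a four-parameter Hill equation.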
N370S GC mod: inhibitors or activators of N370S glucocerebrosidase for Gaucher disease; N370S GC spleen homogenate, 4MU-glucoside fluorescence; P04062; Potency, µM (highest dose often 59.4 µM), without a hit: at the top dose activity change, negative = inhibition, usual class: inhibitors; hit rate 0.092% among 330,000;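 note: 0% = full enzyme activity and -100% = no enzyme basal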
KAT2A inh: inhibitors of human GCN5L2 histone acetyltransferase; Q92830; GCN5L2 HAT assay, ThioGlo1 CoA-SH fluorescence; Potency, µM (series often up to 58.9 µM), without a hit: at the top dose activity change, negative = inhibition, actives largely listed as inhibitors; hit rate 0.21% among 390,000
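Free CoA generated was detected with ThioGlo1 (50uM) fluorescence at Ex340nm/Em540nm, read immediately and after 20 min at room temperature. Enzyme, 20 nM in HEPES pH 7.5 buffer, saw compounds 15 min before adding 75uM H3(1-25) peptide and 70uM acetyl-CoA.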
An asterisk follows results filed as active; u = inconclusive; x = no result given; & = joins results of further samples; [ ] = remark or other dose. Calls come from the whole dose curve; as a rule, active = well fitted curve in the direction sought with a large enough effect; inconclusive = small, poorly fitted or top-dose-only effect, or another doubt; inactive = no such curve, though single readings can be large; an effect the other way counts as inactive or inconclusive. Unless noted, % is set by controls: 0 for no effect and ±100 for the full control effect; potency is the fitted concentration of half-maximal effect. Some of the compounds tested; rates above refer to the full screens.

SMILES | FEN1 inh | N370S GC mod | KAT2A inh
CC(=O)Nc1ccc(S(=O)(=O)N(C)CC(=O)OC(C)C(=O)NC2CCCCC2)cc1 (stereo not drawn) | -4.7% | -0.9% | -5.7%
C/C(=N/NC(=O)c1ccc2c(c1)OCCO2)c1ccc([N+](=O)[O-])cc1 | 1.3% | -1.5% | -10.7%
Cn1ccc2cc(S(=O)(=O)N3CCCN(C(=O)Nc4ccccc4Br)CC3)ccc21 | -0.9% | x | -4.3%
COc1cccc(CNc2nc(-c3cccnc3)nc3ccccc23)c1 | -2.2% | -18.3% | -1.4%
CCCCn1c(SCC(=O)NCc2ccc(OC)c(C(=O)O)c2)nc2cc(S(N)(=O)=O)ccc21 | -0.1% | -13.6% | -4.3%
CCCCNC(=S)NCc1ccc2[nH]c3c(c2c1)CCCC3 | -21.2% | 6.8% | -12.0%
O=C(COC(=O)c1cc(C(F)(F)F)cc(C(F)(F)F)c1)NCc1ccc(Cl)cc1 | -0.6% | 3.9% | 2.0%
O=C(Nc1cccc(-c2nc3ncccc3o2)c1)c1ccccc1 | 13.0% | 7.1% | -1.2%
Nc1nnc(C(F)(F)F)s1 | u | 3.5% | -0.4%
COCCN(C(=O)CCC(=O)Nc1cc(C)on1)C(C(=O)NC(C)(C)C)c1ccc(OC)cc1 (stereo not drawn) | -3.4% | -0.7% | -18.9%
COc1ccc2oc(=O)c(-c3nnc(-c4ccc(C)cc4)o3)cc2c1 | 6.8% | x | -16.8%
Cc1cc(=O)oc(C)c1C(=O)OCC(=O)c1ccc(Cl)c(Cl)c1 | -12.5% | 3.6% | -4.1%
COc1ccc(CN(C(=O)c2cc3ccccc3oc2=O)C2CCS(=O)(=O)C2)cc1 (stereo not drawn) | 4.9%&-3.9% | -0.2% | -8.1%&-2.7%
O=C(CN(c1ccc(Cl)c(Cl)c1)S(=O)(=O)c1ccccc1)N1CCc2ccccc2C1 | 3.7% | 21.0% | -10.2%
CCCn1c(N)c(C(=O)COC(=O)CCNS(=O)(=O)c2ccccc2F)c(=O)[nH]c1=O | 0.1% | -4.8% | -4.9%
Cc1cccc(NC(=O)CN(C)C(=O)C2CC2)c1C | 0.8% | x | 0.9%
CN(Cc1ccccc1)c1nc(N)nc(Cl)c1C=O | -1.6% | 6.3% | -2.4%
CC(C)c1ccccc1NS(=O)(=O)N(C)C | -2.1% | 11.5% | -6.1%
CC(=O)NC1C(=O)N=C(SCC(=O)Nc2ccc(C(F)(F)F)cc2Cl)NC1=O (stereo not drawn) | -73.8% | 3.0% | -5.0%
N#Cc1ccc(CN2CCN(C(=O)c3ccc(S(=O)(=O)NCc4ccco4)cc3)CC2)cc1 | 23.9% | x | -6.0%
O=C1c2ccccc2C(=O)N1c1ccc(Cl)cn1 | 2.6% | -10.5% | 2.0%
CC(C)c1ccc(OC(=O)NCCO)cc1 | 3.3% | -17.7% | 1.6%
C/C(=N\O)c1ccc2c(c1)OCCO2 | 20.5% | 24.8% | -16.1%
COCCCNCCOCCOc1ccc(Cl)cc1C(C)(C)C | -6.3% | u | -2.1%

Part of the list above, tab-delimited:
smiles	FEN1 inh	N370S GC mod	KAT2A inh
C/C(=N/NC(=O)c1ccc2c(c1)OCCO2)c1ccc([N+](=O)[O-])cc1	1.3%	-1.5%	-10.7%
Cn1ccc2cc(S(=O)(=O)N3CCCN(C(=O)Nc4ccccc4Br)CC3)ccc21	-0.9%	x	-4.3%
COc1cccc(CNc2nc(-c3cccnc3)nc3ccccc23)c1	-2.2%	-18.3%	-1.4%
CCCCn1c(SCC(=O)NCc2ccc(OC)c(C(=O)O)c2)nc2cc(S(N)(=O)=O)ccc21	-0.1%	-13.6%	-4.3%

Further compounds follow.
SMILES | FEN1 inh | N370S GC mod | KAT2A inh
CCOc1nc(SCCOc2ccc(Cl)cc2Cl)nc(N(C)C)n1 | -15.0% | 24.5% | -9.8%
CCC(C)(C)n1nnnc1C(C(C)C)N1CCN(C(=O)c2ccco2)CC1 (stereo not drawn) | 13.8% | -3.2% | -3.3%
O=C1C2C(c3cccc(/C=C/c4ccccc4)c3)CC=CC2C(c2ccc(C(F)(F)F)cc2)N1Cc1ccccc1 (stereo not drawn) | 16.8%&5.4% | -1.2%&12.7% | 12.7%
Cc1nc2ccc(NC(=O)c3ccc([N+](=O)[O-])cc3)cc2s1 | 1.3% | -2.5% | -6.7%
COc1ccc(NC2CCCN(C(=O)c3ccc(C)nc3)C2)cc1 (stereo not drawn) | -4.4% | -25.2% | -6.5%
C=C1C(c2ccc(C)cc2)=CCc2cc(C)cc(C)c21 | x | u | -9.4%&-3.7%
O=C(O)C1CCCCC1C(=O)NCCCN1CCCC1=O (stereo not drawn) | -4.4% | -7.5% | -11.4%
CC(C)(C#N)c1cc(Cn2cncn2)cc(C(C)(C)C#N)c1 | x | -2.1% | -8.4%&-4.0%
CC(NC(=O)C1CCC(C(C)(C)C)CC1)C(c1ccccc1)N1CCOCC1 (stereo not drawn) | -18.0% | -5.4% | -9.1%
C=CCn1c(SCC(=O)Nc2sccc2C(N)=O)nc2sc(C)c(C)c2c1=O | 2.2% | 5.4% | -10.8%
COc1ccc(OCc2n[nH]c(=S)n2-c2ccc(C)cc2)cc1 | 25.2% | -8.3% | 0.1%
CCOC(=O)c1c(-c2ccccc2)cn2c(C)cc(C)nc12 | 2.6% | -2.6% | -23.6%

Only FEN1 inh (five entries from above):
molecule	FEN1 inh
Cc1cccc(NC(=O)CN(C)C(=O)C2CC2)c1C	0.8%
COc1cccc(CNc2nc(-c3cccnc3)nc3ccccc23)c1	-2.2%
COCCCNCCOCCOc1ccc(Cl)cc1C(C)(C)C	-6.3%
COc1ccc(CN(C(=O)c2cc3ccccc3oc2=O)C2CCS(=O)(=O)C2)cc1 (stereo not drawn)	4.9%&-3.9%
CC(=O)NC1C(=O)N=C(SCC(=O)Nc2ccc(C(F)(F)F)cc2Cl)NC1=O (stereo not drawn)	-73.8%

Going on with the list:
SMILES | FEN1 inh | N370S GC mod | KAT2A inh
O=C(OC(C(=O)NCc1ccccc1)c1ccccc1)c1ccco1 (stereo not drawn) | 13.0% | -3.4% | -1.7%
CCOc1ccc(S(=O)(=O)Nc2cccc(-c3ccc(N4CCC(C)CC4)nn3)c2)cc1 | -9.5% | x | -2.6%
O=C(NC(=S)NCc1cccnc1)c1ccccc1F | 2.4% | -0.2% | -1.9%
CC(=O)c1c(C)[nH]c(C(=O)OCC(=O)NCCc2ccc(Cl)cc2)c1C | 5.2% | -3.2% | -7.3%[0.501 µM]
CCNC(=O)/C(C#N)=C/c1c(N2CCN(C)CC2)nc2c(C)cccn2c1=O | 8.7% | u | -0.4%
COc1cc(/C=C2\SC(=S)N(CC(=O)Nc3cccnc3)C2=O)cc(OC)c1OC | -19.1% | 27.2% | -12.9%
Nc1ccc(S(=O)(=O)NNC(=O)C(=O)NNc2ccccn2)cc1 | 3.8% | -1.7% | 0.1%
CN1CCS/C1=C/C=C1\SC(=S)N(CC(=O)O)C1=O | -10.2% | -6.5% | 0.0%
Cc1ccc(S(=O)(=O)N2CCCCC2)cc1C(=O)NCc1ccncc1 | -11.5% | -9.3% | -4.1%
CCOc1cc(C(=O)N/N=C(\C)Cc2ccc(OC)cc2)cc(OCC)c1OCC | -3.8% | 3.4% | -1.8%
CC1(C)S[C@@H]2[C@H](NC(=O)[C@H](N)c3ccccc3)C(=O)N2[C@H]1C(=O)OC1OC(=O)c2ccccc21 (stereo partly drawn) | -17.1% | -0.2% | 0.4%
Cc1cccc(NC(=O)Cn2nc(-c3ccco3)ccc2=O)c1C | -16.7% | -0.7% | -0.7%
Cc1ccc(N2CC(c3nnc(Cc4ccc(F)cc4)o3)CC2=O)cc1 (stereo not drawn) | -15.0% | x | -7.5%
C=CCOc1ccc(CN(C)C(=O)C2CCCO2)cc1 (stereo not drawn) | 1.4% | 0.1% | -7.3%
Cc1ccc(-n2nnnc2CNC(=O)c2ccccc2C)cc1C | 4.6% | x | -9.0%
O=C(NCc1ccc(F)cc1)c1ccc2c(Cl)c3c(nc2c1)CCCC3 | -22.8% | x | -4.3%
CC1=NN(C(C#N)c2ccc(F)cc2)C(C)(C)C1 (stereo not drawn) | 19.0% | 3.8% | 0.1%
COC(=O)c1ccc(C23CC4(C2)[C@H](CN(CC2CCCCC2)[C@@H]4c2ccccc2)C3c2ccc(C(F)(F)F)cc2)cc1 (stereo partly drawn) | 12.2% | -17.2%&-18.6% | 3.1%
S=c1[nH]cnc2scc(-c3ccccc3)c12 | -4.2% | 1.9% | -4.6%
O=C(N/C(=C\c1ccc([N+](=O)[O-])cc1)C(=O)N1CCCCC1)c1ccc(Br)o1 | -6.1% | -4.4% | u
COc1ccccc1OCCCC(=O)Nc1nccs1 | -5.6% | 4.8% | -14.8%
Cc1ccc(C)c(NC(=O)Cc2nc(CNCC(C)C)cs2)c1 | -17.7% | -7.5% | 0.7%
CC1Cc2cc(S(=O)(=O)NCc3ccc(F)cc3)ccc2N1C(=O)C1CCC1 (stereo not drawn) | 14.3% | x | -6.7%
CC1CCCC(NC(=O)COC(=O)CN2C(=O)C3CCCCC3C2=O)C1C (stereo not drawn) | -0.9% | -0.1% | 14.0%
Cc1ccc2c(c1)C(=O)CC(O)(C(F)F)O2 (stereo not drawn) | 1.6% | -0.6% | -3.3%
CS(=O)(=O)c1ccc(Cl)c(NC(=O)Cc2c(Cl)cccc2Cl)c1 | 3.1% | -1.1% | 0.0%
O=C(Nc1ccccc1C(=O)N/N=C/c1ccco1)c1ccccc1Cl | 10.0% | 2.0% | -8.3%
CCCn1c(SCC(=O)NCc2ccc(OC)cc2)n[nH]c1=O | -7.1% | 4.9% | 2.7%
O=C(Nc1ccc(Cl)cn1)c1ccccc1F | -0.4% | 24.6% | x
CC(C)CCNC(=O)c1ccc(Cl)c(N)c1 | x | 1.6% | -11.0%
Cc1ccc(S(=O)(=O)N=Nc2c(O)[nH]c3ccccc23)cc1 | 2.9% | -2.6% | -8.7%
O=C(NCc1ccccc1Cl)c1ccncc1 | 11.8% | 2.0% | -11.7%
Cc1cccc(OCC(=O)N(Cc2ccccc2)c2c(N)n(Cc3ccccc3)c(=O)[nH]c2=O)c1 | 17.9% | x | 1.0%
Cc1ccc(S(=O)(=O)c2cc(C#N)c(=O)[nH]c2N)cc1 | -3.3% | -25.7% | -9.9%
CC1CN(C(=O)CSc2nnc(-c3ccncc3)n2-c2ccccc2)CC(C)O1 (stereo not drawn) | -4.6% | 3.4% | -2.5%
O=C(Nc1ccc(CN2CCOCC2)cc1)c1cccc(F)c1 | -1.5% | 1.9% | -2.5%
CCOC(=O)Cc1nn(CC)c(=O)c2ccccc12 | 24.3% | 2.6% | 2.1%
CCOC(=O)CN1C(=O)/C(=C/c2c(F)cccc2Cl)Oc2ccccc21 | 0.9% | u | -8.3%
CC(=O)N1CCc2cc(S(=O)(=O)NC3CCCc4ccccc43)ccc21 (stereo not drawn) | -3.5% | 2.7% | -3.9%
CCC(C)NC(=O)c1cc(-c2cccs2)nc2ccccc12 (stereo not drawn) | -13.1% | 3.8% | -2.5%
COc1ccc(C2=Nn3c([n+](C)c4ccccc43)SC2)cc1 | -8.5% | -10.4% | 4.1%
O=C(OCC1CC(c2ccccc2Cl)=NO1)c1ccc(Br)cc1 (stereo not drawn) | -8.8% | 7.9% | -7.1%
CCOc1ccc2nc(NC(=O)C3CSC4(C)CCC(=O)N34)sc2c1 (stereo not drawn) | 11.7% | x | -5.1%
O=C(CCl)N1CCN(S(=O)(=O)c2ccc3c(c2)CCC3)CC1 | -4.2% | x | -3.1%
c1ccc2c(c1)CCCN2c1nc(N2CCOCC2)nc(N2CCOCC2)n1 | -21.4% | 7.5% | -2.7%
Cc1ccc(-c2cc(-c3cccs3)[nH]n2)c(O)c1 | -3.6% | 6.3% | -0.9%
O=C(NCc1ccccc1F)c1ccc2ccccc2n1 | 4.7% | 6.9% | -6.5%
CC(NC(=O)CSc1nnc2n1CCCCC2)c1ccccc1Cl (stereo not drawn) | -18.9% | x | -8.8%
O=C(CCCn1c(SCC(=O)Nc2ccccc2C(F)(F)F)nc2ccccc2c1=O)NCC1CCCO1 (stereo not drawn) | 0.4% | 15.8% | 3.3%
COc1cc2c(cc1OC)C(C(=O)NCCN1CCOCC1)C1c3ccccc3CCN1C2=O (stereo not drawn) | 7.4% | 15.8% | -4.6%
O=c1cc(CN2CCCCCC2)nc2sccn12 | -0.6% | 1.2% | -3.9%
CC(Oc1ccc(C(C)(C)C)cc1)C(=O)NC1CC(C)(C)NC(C)(C)C1 (stereo not drawn) | 0.2% | -6.9% | -1.9%
O=C(O)/C=C/c1ccc(S(=O)(=O)N(CCO)CCO)cc1 | -6.3% | 5.2% | -2.8%
